High-throughput results: PubChem BioAssay, Broad Institute
KDM4C inh: inhibitors of human demethylase GASC-1 KDM4C. GST-KDM4C 2-372, H3K9me3 peptide, LANCE TR-FRET. Q9H3R0. 0.15% of 96,000 active. inhibition, % at 12.5 µM. AID 720574;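 active means mean replicate inhibition above about 25%, with at least 55% of replicates also reaching it, limit read from the data, passing the limit was not always enough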
Target sequence (Q9H3R0 2-372 limits assumed): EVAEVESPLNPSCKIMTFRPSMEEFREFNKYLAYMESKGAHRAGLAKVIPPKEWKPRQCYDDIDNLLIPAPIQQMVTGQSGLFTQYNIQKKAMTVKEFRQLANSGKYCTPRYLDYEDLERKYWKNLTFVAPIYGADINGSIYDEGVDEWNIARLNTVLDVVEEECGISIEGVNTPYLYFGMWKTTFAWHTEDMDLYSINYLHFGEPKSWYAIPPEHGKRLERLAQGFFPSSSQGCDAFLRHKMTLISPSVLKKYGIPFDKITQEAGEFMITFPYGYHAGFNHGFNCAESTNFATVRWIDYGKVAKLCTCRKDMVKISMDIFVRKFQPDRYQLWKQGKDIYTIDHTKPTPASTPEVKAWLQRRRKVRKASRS
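Test system: N-terminal GST-fused human GASC-1 (KDM4C) fragment, residues 2-372; quantity: GASC-1 enzyme at 10 nM final in reaction; dosing: single dose; schedule: 30 min demethylation and 1 h detection at room temperature; signal: LANCE TR-FRET, excitation 340 nm, emissions 618 and 671 nm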
Tcruzi prolif: inhibitors of T. cruzi proliferation | AID 624255 | inhibition, % at 8.34 µM | 5.9% of 77,000 active | T. cruzi beta-gal in NIH3T3, GalScreen luminescence, 90 h;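 active means mean inhibition above about 93%, with at least 55% of replicates each passing it, limit read from the data, passing the limit was not always enough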
C diff HTS: blocks growth of Clostridium difficile; Clostridium difficile clinical isolate growth, OD600, 24 h; active compounds read low; growth activity, negative = inhibition, % at 16 µg/mL (by protocol); 0.25% of 86,000 active; AID 1259249;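 active means mean growth activity at or below -80% and every replicate also at or below -80%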;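 further: 0% = DMSO wells and -100% = levofloxacin 16 µg/mL wells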
Pf Dd2 growth: P. falciparum Dd2 growth inhibition. SYBR Green, 72 h; active compounds read low. activity change, % at 10 µM. 2.3% of 94,000 active; in the data active means activity change below about -80%
Numbers without * were called inactive; / = not tested or not shown; & = joins results of further samples.

Every second line gives: KDM4C inh | Tcruzi prolif | C diff HTS | Pf Dd2 growth
O=C(C[C@H]1C[C@@H]2c3cc(NC(=O)NC4CCCCC4)ccc3O[C@@H]2[C@H](CO)O1)NCc1cccnc1
    -0.5 | 8.1 | 2.2 | -4.9
C[C@H](CO)N1C[C@H](C)[C@H](CN(C)Cc2ccc3c(c2)OCO3)Oc2ncc(/C=C/c3ccccc3)cc2C1=O
    -0.6 | 111.4* | 13.1 | -66.4
C[C@@H]1CCCCO[C@H](CN(C)S(=O)(=O)c2ccc(Cl)cc2)[C@@H](C)CN([C@H](C)CO)C(=O)c2cc(NC(=O)Nc3ccc(C(F)(F)F)cc3)ccc2O1
    -0.9 | 112.0* | 3.8 | -61.3
CS(=O)(=O)N1[C@H](C#N)[C@@H](c2ccc(-c3ccccc3F)cc2)[C@H]1CO
    4.5 | 9.7 | -0.9 | -23.3
O=C(C[C@@H]1C[C@@H]2c3cc(NC(=O)NC4CCCCC4)ccc3O[C@@H]2[C@@H](CO)O1)NCc1ccccn1
    5.7 | / | 1.2 | -3.8
C[C@@H]1CN([C@@H](C)CO)C(=O)c2cc(NC(=O)c3ccncc3)ccc2O[C@H]1CN(C)Cc1ccccc1
    -5.6 | 29.1 | 1.7 | -15.4
COc1cccc(S(=O)(=O)N[C@H]2CC[C@H](CC(=O)NCc3ccc(Cl)cc3)O[C@H]2CO)c1
    -0.7 | -2.1 | -5.7 | -1.0
CC(C)NC(=O)N(C)C[C@@H]1OCc2cn(nn2)CCCC(=O)N([C@H](C)CO)C[C@@H]1C
    -0.1 | -38.0 | / | -6.6
C[C@H]1CN([C@@H](C)CO)C(=O)c2cc(NS(=O)(=O)c3cn(C)cn3)ccc2O[C@H]1CN(C)CC1CC1
    5.8 | -3.8 | -0.4 | 43.9
N#C[C@H]1[C@H](c2ccccc2)[C@@H](CO)N1C(=O)C1CCCC1
    -2.8 | 44.9 | -9.8 | 22.3
Cc1noc(C)c1NC(=O)Nc1ccc2c(c1)CC(=O)N([C@H](C)CO)C[C@@H](C)[C@@H](CN(C)C)O2
    -1.0 | / | -4.3 | 12.7
CCC(=O)NC[C@H]1[C@@H](c2ccc(-c3ccccc3)cc2)[C@H](CO)N1C(=O)C1CC1
    -0.7 | 98.0* | -2.0 | 2.0
CN1C(=O)c2cc(NC(=O)c3ccc(F)cc3)ccc2OC[C@H]2O[C@@H](CC(=O)NC3CCC3)CC[C@@H]21
    -1.7 | 31.0 | 10.9 | -5.3
CCC(=O)Nc1ccc2c(c1)C(=O)N(C)[C@H]1CC[C@@H](CC(=O)N[C@H](C)c3ccccc3)O[C@H]1CO2
    -0.2 | 84.8 | 5.6 | -9.5
COc1ccc(-c2ccc3n(c2=O)C[C@H]2[C@H](CO)[C@@H](C(=O)NC4Cc5ccccc5C4)N[C@@H]32)cc1
    -0.2 | 64.9 | 4.1 | -14.2
C[C@H]1CN([C@@H](C)CO)C(=O)c2cc(NS(C)(=O)=O)ccc2O[C@@H]1CN(C)C(=O)Nc1cccc2ccccc12
    -0.6 | 69.4 | -2.2 | 3.5
CO[C@@H]1CN(C)C(=O)c2ccc(NC(=O)Nc3ccccc3)cc2OC[C@H](C)N(CC2CC2)C[C@@H]1C
    0.7 | -73.9 | 7.7 | -15.3
CCCNC(=O)N1C[C@H](C)[C@H](OC)CN(C)C(=O)c2ccc(NC(C)=O)cc2OC[C@H]1C
    0.7 | -45.9 | / | -36.4
C[C@@H]1CCCCO[C@@H](CN(C)CC2CCCCC2)[C@H](C)CN([C@@H](C)CO)C(=O)c2cc(NC(=O)c3ccccc3)ccc2O1
    0.3 | -8.9 | 13.7 | -45.7
CC(C)NC(=O)N(C)C[C@H]1OCCCC[C@H](C)Oc2ccc(NC(=O)Cc3ccccc3)cc2C(=O)N([C@H](C)CO)C[C@H]1C
    / | 18.5 | -0.3 | -13.9
COc1ccc(NC(=O)N(C)C[C@H]2Oc3c(NC(=O)CCCCCC(=O)Nc4ccccc4N)cccc3C(=O)N([C@H](C)CO)C[C@H]2C)cc1
    1.6 | / | 5.3 | -86.7*
C[C@@H]1CN([C@@H](C)CO)C(=O)Cc2cc(NC(=O)c3ccncc3)ccc2O[C@@H]1CN(C)C(=O)NC1CCCCC1
    -3.1 | -24.4 | 1.9 | -0.8
C[C@H]1CN([C@@H](C)CO)S(=O)(=O)c2ccc(-c3ccccc3)cc2O[C@@H]1CN(C)C(=O)C1CCC1
    -1.4 | 59.0 | / | -8.6
CCC(=O)N1[C@H](C(=O)N2CCCCC2)[C@@H](CO)[C@@H]2Cn3c(cccc3=O)[C@@H]21
    0.7 | -46.7 | 10.3 | /
CN(C)CC(=O)N[C@H]1CC[C@H](CCn2cc(C3CC3)nn2)O[C@@H]1CO
    2.3 | / | 1.1 | 11.4
Cc1noc(C)c1NC(=O)Nc1ccc2c(c1)CC(=O)N([C@@H](C)CO)C[C@@H](C)[C@H](CN(C)C(=O)NC(C)C)O2
    1.2 | 9.5 | 3.0 | 14.0
Cc1noc(C)c1S(=O)(=O)Nc1ccc2c(c1)CC(=O)N([C@@H](C)CO)C[C@H](C)[C@H](CN(C)S(=O)(=O)c1ccc(F)cc1)O2
    -0.5 | 4.9 | 4.3 | 2.4
COCC(=O)N1CC2(C1)[C@@H](c1ccc(-c3cccc(F)c3)cc1)[C@@H](CO)N2C(=O)C1CC1
    23.9 | / | -13.5 | -4.5
N#C[C@@H]1[C@H](c2ccccc2)[C@@H](CO)N1C(=O)c1ccccc1F
    -0.1 | 16.4 | 3.0 | -19.4
CCNC(=O)C[C@H]1C=C[C@H](NS(=O)(=O)c2ccc(C)cc2)[C@@H](CO)O1
    -1.1 | 43.3 | 1.1 | 12.3

(further entries)
mol,KDM4C inh,Tcruzi prolif,C diff HTS,Pf Dd2 growth
Cc1noc(C)c1NC(=O)Nc1ccc2c(c1)CC(=O)N([C@H](C)CO)C[C@H](C)[C@H](CN(C)C(=O)NC1CCCCC1)O2,0.1,5.7,-6.2,21.6
NCC[C@@H]1CC[C@@H](NS(=O)(=O)c2ccc(Cl)cc2)[C@H](CO)O1,0.7,-15.5,/,7.0
CCCNC(=O)Nc1ccc2c(c1)OC[C@H](C)N(CCC(F)(F)F)C[C@@H](C)[C@H](OC)CN(C)C2=O,-1.3,13.3,/,14.0
Cc1ccc(S(=O)(=O)Nc2ccc3c(c2)CC(=O)N([C@H](C)CO)C[C@H](C)[C@@H](CN(C)S(=O)(=O)c2cn(C)cn2)O3)cc1,-0.8,5.9,3.8,2.5
CCCC#Cc1ccc2c(c1)O[C@H](CN(C)C(=O)CC1CC1)[C@H](C)CN([C@@H](C)CO)S2(=O)=O,1.7,8.6&66.3,-3.9&-4.9,-4.4&-30.6
C[C@@H]1CN([C@H](C)CO)C(=O)c2cc(C#CCN(C)C)cnc2O[C@@H]1CN(C)C(=O)CCN1CCCCC1,-5.9,3.0,-2.5,-34.9
CO[C@H]1CN(C)C(=O)c2ccc(NC(=O)Nc3ccccc3)cc2OC[C@H](C)N(C(=O)Nc2c(C)noc2C)C[C@@H]1C,-0.3,/,2.8,12.8
COc1ccc(S(=O)(=O)N(C)C[C@H]2Oc3ccc(NC(=O)C4CCCCC4)cc3CC(=O)N([C@H](C)CO)C[C@@H]2C)cc1,-2.2,47.3,-1.7,-36.6
CC(C)NC(=O)N(C)C[C@@H]1Oc2cc(C3=CCCCC3)ccc2S(=O)(=O)N([C@@H](C)CO)C[C@@H]1C,-0.4,34.8,9.7,-22.0
C/C=C/c1ccc([C@H]2[C@@H](CO)N[C@@H]2CNC(=O)C2CCC2)cc1,2.3,/,-0.1,-16.6
COC(=O)C[C@@H]1C[C@@H]2c3cc(NC(=O)c4ccc5c(c4)OCO5)ccc3O[C@@H]2[C@H](CO)O1,-0.9,6.8,-2.0,0.9
C/C=C/c1ccc([C@H]2[C@@H](CNC(=O)NC(C)C)N(C(=O)C3CC3)[C@H]2CO)cc1,-0.1,16.2,-7.2,-7.3
C[C@H](CO)N1C[C@H](C)[C@H](CN(C)Cc2ccncc2)Oc2ncc(C#CC(C)(C)O)cc2C1=O,0.4,55.7,1.4,23.0
CN1[C@H](C(=O)NC2CCCCC2)[C@@H](CO)[C@@H]2Cn3c(ccc(/C=C/c4ccccc4)c3=O)[C@@H]21,3.4,64.9,9.4,/
OC[C@H]1[C@@H](c2ccc(C#CC3CC3)cc2)[C@H]2CN(CCC(F)(F)F)CCCCN21,/,89.6,13.5,-18.0
COc1ccc(CNC(=O)C[C@@H]2C[C@@H]3c4cc(NC(=O)NC5CCCC5)ccc4O[C@@H]3[C@@H](CO)O2)cc1,-0.9,-36.1,6.8,28.7
O=C(N[C@H]1CC[C@H](CCn2cc(-c3ccccc3)nn2)O[C@H]1CO)c1cnccn1,-0.3,41.1,-12.3,12.3
COc1ccc(S(=O)(=O)Nc2ccc3c(c2)CC(=O)N([C@@H](C)CO)C[C@H](C)[C@@H](CN(C)Cc2ccc(C(=O)Nc4ccccc4N)cc2)O3)cc1,-2.3,/,17.4,-88.1*
COc1ccccc1-c1cnc2c(c1)C(=O)N([C@H](C)CO)C[C@@H](C)[C@H](CN(C)C(=O)c1cccnc1)O2,4.9,/,-0.5,12.4
CO[C@H]1CN(C)C(=O)c2ccc(NS(C)(=O)=O)cc2OC[C@@H](C)N(C(=O)C2CCOCC2)C[C@@H]1C,4.2,-13.6,/,10.4
C[C@H](CO)N1C[C@H](C)[C@H](CN(C)C(=O)NC2CCCCC2)OCCCC[C@H](C)Oc2ccc(NC(=O)NC3CCCCC3)cc2C1=O,0.4,2.7,4.9,-44.6
C[C@H](CO)N1C[C@H](C)[C@@H](CN(C)C(=O)c2cnccn2)Oc2cc(Br)ccc2S1(=O)=O,-0.3,-3.3&-14.9,-3.1&-0.6,17.9&33.8
O=C(c1cccnc1)N1CC(=O)N2[C@H](CO)[C@@H](c3ccc(-c4ccc(F)cc4)cc3)[C@@H]2C1,2.5,/,-6.6,-14.5
CO[C@@H]1CN(C)C(=O)c2cc(NS(C)(=O)=O)ccc2OC[C@H](C)N(C(=O)CC2CC2)C[C@@H]1C,-0.3,-18.2,-0.5,10.1
CNC[C@@H]1Oc2c(NS(=O)(=O)c3c(C)noc3C)cccc2C(=O)N([C@H](C)CO)C[C@@H]1C,1.0,-127.1,2.8,28.3
C[C@@H]1CN([C@@H](C)CO)S(=O)(=O)c2ccc(C#CC(C)(C)O)cc2O[C@H]1CN(C)C(=O)C1CC1,-1.1,101.7*,/,27.7
COc1ccc(NC(=O)N(C)C[C@H]2Oc3ccc(N(C)C)cc3CC(=O)N([C@@H](C)CO)C[C@@H]2C)cc1,3.3,5.7,0.1,2.7
CNC[C@H]1Oc2cc(C#Cc3ccc(F)cc3)ccc2S(=O)(=O)N([C@H](C)CO)C[C@@H]1C,-4.9,/,6.4,-64.1
C[C@@H]1CN([C@H](C)CO)C(=O)c2cc(-c3cccnc3)cnc2O[C@H]1CN(C)C(=O)C1CCC1,1.2,0.4,-4.3,12.3
C[C@@H]1CN([C@@H](C)CO)S(=O)(=O)c2ccc(C#Cc3ccccc3)cc2O[C@H]1CN(C)C(=O)Nc1ccccc1,-0.4,122.8*,3.1,-65.2
CO[C@H]1CN(C)C(=O)c2cc(NC(=O)C3CCCCC3)ccc2OC[C@@H](C)NC[C@H]1C,-0.1,31.7,/,17.1
C[C@@H]1CCCCO[C@@H](CN(C)C(=O)c2ccccc2)[C@@H](C)CN([C@H](C)CO)C(=O)c2cc(NC(=O)Nc3cccc4ccccc34)ccc2O1,-0.7,42.7,10.5,28.1
CCC(=O)N1[C@H](CO)[C@H](c2ccc(-c3ccccc3OC)cc2)[C@H]1CNC(C)=O,-1.3,/,-6.1,-4.3
CC(C)NC(=O)N1[C@H](CNC(=O)CN(C)C)[C@@H](c2ccccc2)[C@@H]1CO,-0.4,51.6,-4.2,8.0
CC(C)NC(=O)Nc1ccc2c(c1)C(=O)N(C)[C@H]1CC[C@@H](CC(=O)NC3CCCCC3)O[C@H]1CO2,5.0,-21.0,1.4,5.8

Among those listed so far, these contain a Cl atom:
mol,KDM4C inh,Tcruzi prolif,C diff HTS,Pf Dd2 growth
C[C@@H]1CCCCO[C@H](CN(C)S(=O)(=O)c2ccc(Cl)cc2)[C@@H](C)CN([C@H](C)CO)C(=O)c2cc(NC(=O)Nc3ccc(C(F)(F)F)cc3)ccc2O1,-0.9,112.0*,3.8,-61.3
COc1cccc(S(=O)(=O)N[C@H]2CC[C@H](CC(=O)NCc3ccc(Cl)cc3)O[C@H]2CO)c1,-0.7,-2.1,-5.7,-1.0
NCC[C@@H]1CC[C@@H](NS(=O)(=O)c2ccc(Cl)cc2)[C@H](CO)O1,0.7,-15.5,/,7.0

Three of the entries above in order of the KDM4C inh value, rising.
smiles | KDM4C inh | C diff HTS
C[C@@H]1CCCCO[C@@H](CN(C)C(=O)c2ccccc2)[C@@H](C)CN([C@H](C)CO)C(=O)c2cc(NC(=O)Nc3cccc4ccccc34)ccc2O1 | -0.7 | 10.5
C[C@@H]1CN([C@@H](C)CO)S(=O)(=O)c2ccc(C#Cc3ccccc3)cc2O[C@H]1CN(C)C(=O)Nc1ccccc1 | -0.4 | 3.1
CNC[C@@H]1Oc2c(NS(=O)(=O)c3c(C)noc3C)cccc2C(=O)N([C@H](C)CO)C[C@@H]1C | 1.0 | 2.8
